Source: PubChem BioAssay
GLS inh: qHTS for Inhibitors of Glutaminase (GLS); 0.21% of 410,000 active; Glutaminase kidney isoform, mitochondrial (Homo sapiens), O94925; AID 624170, 2012; Potency, µM (series often up to 45.5 µM), without a hit: at the top dose activity change, negative = inhibition, usual class: inhibitors; GLS enzymatic activity, qHTS titration; note: potency is the fitted concentration of half-maximal effect; % is set by controls: 0 for no effect and ±100 for the full control effect
Target sequence (O94925 whole entry, looked up, canonical isoform): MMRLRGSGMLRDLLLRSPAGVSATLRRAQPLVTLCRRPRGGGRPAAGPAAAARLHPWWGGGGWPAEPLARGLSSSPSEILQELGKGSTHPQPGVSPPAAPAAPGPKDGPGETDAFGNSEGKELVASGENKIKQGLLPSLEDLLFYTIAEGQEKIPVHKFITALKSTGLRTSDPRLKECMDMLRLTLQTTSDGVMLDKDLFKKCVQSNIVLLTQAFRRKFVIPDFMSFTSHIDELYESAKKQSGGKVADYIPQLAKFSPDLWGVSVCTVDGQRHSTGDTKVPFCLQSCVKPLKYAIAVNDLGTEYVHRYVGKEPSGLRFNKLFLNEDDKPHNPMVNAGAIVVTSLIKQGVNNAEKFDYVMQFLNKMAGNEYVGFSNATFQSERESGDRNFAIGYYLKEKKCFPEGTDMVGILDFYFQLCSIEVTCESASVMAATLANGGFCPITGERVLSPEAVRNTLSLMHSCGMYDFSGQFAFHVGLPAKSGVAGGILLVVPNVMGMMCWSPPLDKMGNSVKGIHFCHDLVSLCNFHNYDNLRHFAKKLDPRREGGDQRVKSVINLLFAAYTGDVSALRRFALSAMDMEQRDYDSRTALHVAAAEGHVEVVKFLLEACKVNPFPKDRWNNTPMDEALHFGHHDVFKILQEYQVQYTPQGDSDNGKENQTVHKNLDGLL
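Two-point fluorescence kinetic (t0, 30 min RT) for hKGA; glutamate detected via glutamate oxidase–HRP–Amplex Red. Substrate: 1 mM L-glutamine solution; buffer 45 mM KH2PO4, pH 8.2.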
ERG-DNA inh: qHTS for Small Molecule Inhibitors of the ERG Ets/DNA interaction | fluorescence polarization, His-ERG Ets domain / labelled DNA | Potency, µM (doses to about 76.9 µM), inactives show at the top dose FP activity, negative = inhibition, hits mostly inhibitors | Transcriptional regulator ERG (Homo sapiens), P11308 | 0.028% of 370,000 active; active = well fitted inhibition curve with a large enough effect in the polarisation, with a control signal flat; inconclusive = small, poorly fitted or top-dose-only effect, or effect the other way, or a change in a side signal; inactive = no such curve, though single readings can be large or run the other way; the % refers to the polarisation;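 note: polarization taken with two DNA probes labelled with fluorescein and Texas red; potency is the fitted concentration of half-maximal effect; % of control where 0% means no effect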
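His-tagged ERG Ets domain (1 uM in the protein solution; 300mM KCl, 50mM Tris-HCl, 1mM EDTA, 1mM DTT, pH 7.5) received compound, then a probe mix of 5 nM fluorescein-DNA and 100nM Texas-615-DNA. Fluorescence polarization was read for both dyes.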
HP1b binding inh: HTS for Inhibitors of HP1-beta Chromodomain Interactions with Methylated Histone Tails; Chromobox protein homolog 1 (Homo sapiens), P83916; AlphaScreen HP1-beta / biotin-H3K9me3 peptide binding; Potency, µM (series often up to 114 µM), for the others: top-dose activity change, negative = inhibition, most hits filed as inhibitors; 0.56% of 390,000 active; AID 540317, 2011; note: potency is the fitted concentration of half-maximal effect; nearly all actives have a fitted effect of over 70% in size; inactives centre near 23
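Compound inhibition of the preformed complex between 50 nM HP1-beta and 50 nM biotinylated H3K9me3 peptide was read by AlphaScreen. Buffer was PBS pH 7.4 with 0.01% Tween-20. Incubations ran 30 min at room temperature, with 10 ug/mL donor/acceptor beads.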
12-LOX inh: Primary qHTS assay for inhibitors of human arachidonate 12S-lipoxygenase (ALOX12): Round 2; purified 12hLO, xylenol orange hydroperoxide absorbance; Potency, µM (top dose mostly 108 µM), for the others: at the top dose activity change, negative = inhibition, most hits filed as inhibitors; 1.1% of 580,000 active; AID 1671190, 2021; note: potency is the fitted concentration of half-maximal effect; % is set by controls: 0 for no effect and ±100 for the full control effect
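Purified human 12hLO (150 nM final) in 25 mM Hepes, 0.01% Triton X-100, pH 7.0 was preincubated 15 min at room temperature with compound. Then 40 uM arachidonic acid was added, 30 min. Hydroperoxide was read by Fe-XO absorbance ratio 573/405 nm.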
RGS4 inh: Inhibitors of Regulator of G Protein Signaling (RGS) 4: qHTS. Regulator of G-protein signaling 4 (Homo sapiens), P49798. Transcreener GDP fluorescence polarization, RGS4-accelerated GTP hydrolysis. Potency, µM (titrated, usually from 114 µM), for inactives: at the top dose activity change, negative = inhibition, hits mostly inhibitors. 0.039% of 390,000 active. AID 504845, 2011; note: potency is the fitted concentration of half-maximal effect; % is set by controls: 0 for no effect and ±100 for the full control effect; nearly all actives have a fitted effect of over 75% in size; some results filed as inactive show a strong effect at the top dose
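MLSMR compounds (23 nl, pin-transferred) preincubated 10 min at room temperature with a 500nM (2x) first reagent, then RGS4 at 900nM (2x) plus Transcreener GDP mix added; fluorescence polarization (620/688 nm) read before and after 90 min at 30 °C.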
G9a inh: qHTS Assay for Inhibitors of Histone Lysine Methyltransferase G9a; Histone-lysine N-methyltransferase EHMT2 (Homo sapiens), Q96KQ7; G9a H3K9 monomethylation, AlphaScreen, 2 h; Potency, µM (highest dose often 102 µM), for the others: at the highest dose activity, negative = inhibition, most hits filed as inhibitors; 8.8% of 350,000 active; AID 504332, 2011; note: potency is the fitted concentration of half-maximal effect; % is set by controls: 0 for no effect and ±100 for the full control effect; nearly all actives have a fitted effect of over 75% in size
Target sequence (Q96KQ7 913-1193 limits assumed): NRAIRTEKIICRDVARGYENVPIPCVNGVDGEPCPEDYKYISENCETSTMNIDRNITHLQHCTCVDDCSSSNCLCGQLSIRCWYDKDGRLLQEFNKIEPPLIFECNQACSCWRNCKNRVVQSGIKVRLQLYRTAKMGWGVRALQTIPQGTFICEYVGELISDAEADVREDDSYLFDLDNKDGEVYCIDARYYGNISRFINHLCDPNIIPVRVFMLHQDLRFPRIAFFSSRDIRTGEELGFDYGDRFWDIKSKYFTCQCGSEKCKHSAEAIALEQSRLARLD
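Quantitative HTS format: methyltransferase activity on a biotin-tagged H3K9 peptide is measured by AlphaScreen, using a rabbit anti-monomethyl-H3K9 antibody with streptavidin donor and anti-IgG acceptor beads. Final levels are 20 nM enzyme, 500 nM peptide, 20 uM SAM; 2 h RT.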
BAZ2B inh: qHTS Assay for Inhibitors of BAZ2B | Bromodomain adjacent to zinc finger domain protein 2B (Homo sapiens), Q9UIF8 | AlphaScreen BAZ2B-H3K14Ac peptide displacement | Potency, µM (series often up to 114 µM), for the others: top-dose activity change, negative = inhibition, most hits filed as inhibitors | 4.4% of 360,000 active | AID 504333, 2011; note: potency is the fitted concentration of half-maximal effect; % is set by controls: 0 for no effect and ±100 for the full control effect; nearly all actives have a fitted effect of over 60% in size
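Multi-concentration screen (max 110 uM) measuring displacement of acetylated histone H3 peptide from BAZ2B by AlphaScreen, using 50 nM protein, 50 nM peptide and 10 ug/mL streptavidin donor plus Ni-chelate acceptor beads.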
JMJD2A Tudor inh: qHTS Assay for Inhibitors of JMJD2A-Tudor Domain; Lysine-specific demethylase 4A (Homo sapiens), O75164; AlphaScreen JMJD2A-Tudor / H3K4me3 peptide binding; 4.4% of 390,000 active; Potency, µM (highest dose often 114 µM), inactives show at the top dose activity change, negative = inhibition, hits mostly inhibitors; note: potency is the fitted concentration of half-maximal effect; % is set by controls: 0 for no effect and ±100 for the full control effect; nearly all actives have a fitted effect of over 50% in size
PI4K2A inh: qHTS for small molecular inhibitors of PI4K2A; 0.13% of 420,000 active; activity change, negative = inhibition, % at 76.9 µM; purified PI4K2A, ADP-Glo luminescence, 1 h; stronger effect = lower value; in the data active = activity change below about -50%; inconclusive = mostly about -30% to -49%;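 note: -100% = wells without enzyme as full effect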
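ADP-Glo luminescence measured ADP generated by PI4K2A enzyme (4 ug/mL before mixing) with 1.2 mM PI substrate (pre-mix) and 300 microM ATP (pre-mix). Tris pH7.5 buffer with MgCl2, Triton X-100; 1 h reaction at ambient temperature.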
An asterisk follows results filed as active; ? = inconclusive; / = no result given; [ ] = remark or other dose. Unless noted, calls come from the whole dose curve; as a rule, active = well fitted curve in the direction sought with a large enough effect; inconclusive = small, poorly fitted or top-dose-only effect, or another doubt; inactive = no such curve, though single readings can be large; an effect the other way counts as inactive or inconclusive.

SMILES	GLS inh	ERG-DNA inh	HP1b binding inh	12-LOX inh	RGS4 inh	G9a inh	BAZ2B inh	JMJD2A Tudor inh	PI4K2A inh
COc1cccc(CC(=O)n2nc(N)c3cc4ccc(OC)cc4nc32)c1	-6%	7%	41%[activator]	-15%	-8%	9%	-7%	-7%	2
CC(=O)Nc1c(Cl)n(C(C)=O)c2ccccc12	3%	-1%	1%	11%	-13%	-38%[12.7 µM]	8%	-19%	-2
S=C(Nc1ccc(Cl)cc1Cl)N1CCCC1	2%	-2%	28%	2%	17%	/	6%	-2%	0
CCCn1c(SCC(=O)Nc2cccc(NC(C)=O)c2)nnc1C(C)C	9%	11%	70%[activator]	0%	-21%	5%	4%	-8%	-1
CCn1cc(CNC(=O)c2cccc([N+](=O)[O-])c2)c(C)n1	10%	-3%	19%	-9%	11%	21%[59 µM]	-4%	-9%	-4
Cc1cc(C)cc(NC(=O)CSc2nnc(CNC(=O)c3ccco3)o2)c1	2%	2%	14%[57 µM]	6%	10%	2%	-18%	-17%	6
COc1ccccc1S(=O)(=O)Nc1cc(C)nn1-c1ccc(C)cc1	16%	9%	-12%	73%	-20%	-22%	9%	-16%	-1
N#Cc1c(SCC(=O)N2CCCCC2)nsc1SCC(=O)N1CCCCC1	-2%	-2%	27%	18%	-18%	-6%[12.7 µM]	8%	-12%	6
COCc1cc(C)nc(N/N=C/c2ccc(-c3ccc(Cl)cc3[N+](=O)[O-])o2)c1C#N	2%	-15%	-5%	-28%	-21%	40µM*	?	-34%	2
Cc1ccc(NC(=O)c2ccc(COc3ccc4c(c3)CCC4)cc2)c(C)c1	-2%	-2%	33%	-6%	1%	10%	-3%	-9%	-3
O=C(NCC(c1ccco1)N1CCOCC1)c1ccc(Cl)cc1 (stereo unspecified)	-16%	4%	31%	11%	-24%	6%	4%	-3%	-3
CC(C)c1ccccc1NC(=O)COC(=O)c1cc(=O)[nH]c(=O)[nH]1	17%	4%	21%	-11%	-8%	?	-16%	4%	1
COc1ccc2[nH]c(C(=O)NCCN3CCOCC3)cc2c1	1%	10%	29%	46%[activator]	16%	?	-14%	-12%	-1
CCOc1ccc(S(=O)(=O)N2CCN(c3ccccc3)CC2)cc1C(N)=O	-3%	-3%	50%[activator]	-8%	1%	30%[59 µM]	?	-12%	-2
Cn1c(C(=O)N[C@@H](C(=O)O)c2ccccc2)cc2cc(Cl)ccc21	?	-12%	47%[activator]	?	-10%	18%	-4%	-18%	-6
Cc1nc(-c2ccc(F)cc2)sc1CCNC(=O)C(=O)Nc1ccc2c(c1)OCO2	6%	5%	28%[57 µM]	?	-4%	-1%[59 µM]	3%	-5%	1
O=C(O)CN1C(=O)c2cccc(Oc3ccc(Cl)cc3)c2C1=O	21%	6%	42%[activator]	29%	3%	-4%[12.7 µM]	4%	-8%	5
CC(=O)N1N=C(c2ccccc2)CC1c1cn(Cc2ccccc2)c2ccccc12 (stereo unspecified)	12%	1%	-16%	0%	12%	-7%[59 µM]	-14%	?	-6
O=C(O)c1ccc(/C=C2\CCCc3c2nc2ccccc2c3C(=O)O)cc1	6%	6%	23%	-26%	-5%	?	-11%	-5%	-4
Cc1cccc(NC(=O)/C(=C\c2ccc([N+](=O)[O-])o2)NC(=O)c2ccc(Cl)cc2)c1	10%	-5%	?	?	-24%	?	50µM*	35µM*	-2
CSc1ccccc1C(=O)NCc1ccc(F)cc1	8%	-5%	17%	4%	22%	-46%	-2%	-3%	0
N#Cc1nc(-c2ccco2)oc1NCc1ccc(F)cc1	2%	2%	-24%	?	0%	10%[2.33 µM]	?	-29%	2
O=C(NCCc1ccccc1)C(c1ccccc1F)N(C(=O)c1csnn1)C1CC1 (stereo unspecified)	-1%	-16%	23%	7%	-10%	11%	3%	-1%	-1
CCN(CC(=O)NC(C)(C)C)C(=O)CCl	0%	4%	33%	-16%	-21%	-5%[59 µM]	11%	-7%	-2
CN(C)C(CNC(=O)c1ccc2nc[nH]c2c1)c1ccccc1 (stereo unspecified)	-3%	7%	40%[activator]	7%	-6%	9%	-14%	4%	-2
COc1ccccc1NC(=O)CSc1n[nH]c(-c2cccnc2)n1	0%	-8%	7%	1%	10%	20%	-17%	-10%	1
CN(CC(=O)N1CCN(c2ncccn2)CC1)S(=O)(=O)c1ccc(Cl)cc1	6%	-12%	42%[activator]	-10%	-16%	-13%	7%	-2%	-1
CCOP(=O)(OCC)C(NC(=O)Nc1ccc(Cl)c(Cl)c1)c1ccccc1 (stereo unspecified)	-6%	4%	31%	-18%	-30%	1%[59 µM]	-5%	-2%	2
CCOc1ccc(CCNC(=O)C2CCCN(c3nn4c(=O)cc(C)nc4s3)C2)cc1OCC (stereo unspecified)	6%	2%	26%	442%[activator]	-7%	-1%[12.7 µM]	4%	-2%	-8
Cc1ccc(C(=O)N(CCc2ccccc2)Cc2ccccc2)cc1S(=O)(=O)N1CCOCC1	2%	6%	34%	11%	20%	/	/	-16%	2
CCn1c(SCC(=O)Nc2c(C)n(C)n(-c3ccccc3)c2=O)nnc1-c1cccc(C)c1	9%	0%	20%	-4%	49%	16%[59 µM]	/	1%	0
Cc1cccc(S(=O)(=O)Nc2ccc3c(c2)OCCO3)c1	2%	7%	5%	0%	-11%[56.9 µM]	/	0%	-32%	-2
C/C(N)=C(/C#N)C(=O)CSc1nc2cc(Cl)ccc2c(=O)n1-c1ccc(C)cc1	-5%	-1%	32%	-23%	-6%	2%	-9%	-7%	-2
Nc1cc(=O)[nH]c(SCC(=O)c2ccc(O)cc2O)n1	28%	-3%	54%[activator]	-1%	-11%[56.9 µM]	18%[2.33 µM]	2%	-9%	2
NC(=O)c1nsc(C(=O)N(c2ccc(F)cc2)C(C(=O)NCC2CCCO2)c2c[nH]c3ccccc23)c1N (stereo unspecified)	-10%	9%	22%	-2%	33%	4%[59 µM]	-16%	-20%	1
CCCCCCCCNC(=O)C(CCC(=O)OCc1ccccc1)NC(C)=O (stereo unspecified)	-7%	/	20%	16%	19%	7%[59 µM]	-2%	-10%	1

Not a retest: entries from further up.
SMILES	GLS inh	ERG-DNA inh	HP1b binding inh	12-LOX inh	RGS4 inh	G9a inh	BAZ2B inh	JMJD2A Tudor inh	PI4K2A inh
NC(=O)c1nsc(C(=O)N(c2ccc(F)cc2)C(C(=O)NCC2CCCO2)c2c[nH]c3ccccc23)c1N (stereo unspecified)	-10%	9%	22%	-2%	33%	4%[59 µM]	-16%	-20%	1
CCCCCCCCNC(=O)C(CCC(=O)OCc1ccccc1)NC(C)=O (stereo unspecified)	-7%	/	20%	16%	19%	7%[59 µM]	-2%	-10%	1

Other records:
SMILES	GLS inh	ERG-DNA inh	HP1b binding inh	12-LOX inh	RGS4 inh	G9a inh	BAZ2B inh	JMJD2A Tudor inh	PI4K2A inh
COc1cccc(NC(=O)NNC(=O)CCc2ccc(O)c(O)c2)c1	-24%	0%	35%	?	?	/	-17%	-9%	0
CC(NC(=O)c1cc(Sc2ccc(F)cc2F)nc2ccccc12)c1ccccc1 (stereo unspecified)	-3%	9%	44%[activator]	-13%	12%	2%[59 µM]	2%	-26%	0
CCOc1ccc(Nc2nc3ccccc3n3nnnc23)cc1	-5%	3%	13%	13%	3%	-14%	34%[activator]	?	-2
COc1ccc(OC)c(N(CC(=O)NCc2cccnc2)S(C)(=O)=O)c1	0%	0%	16%	-33%	-28%	-40%[12.7 µM]	-2%	-3%	-21
Cc1cccc(NC(=O)C[n+]2ccccc2)c1	-6%	4%	24%	-17%	-10%	-2%	-2%	-12%	-2
CSc1ccc(/C=C/C(=O)OCC(=O)N2CCCCCC2)cc1	-15%	2%	44%[activator]	3%	-20%	/	/	4%	-8
CCCCCn1c(=O)c(C(=O)OCC)c(O)c2ccccc21	10%	4%	39%[activator]	0%	-6%	3%[12.7 µM]	-7%	8%	-4
Cc1ccc(S(=O)(=O)Nc2ccc(N3CCOCC3)cc2)cc1	1%	/	17%	13%	18%	79µM*	56µM*	-17%	-2
COCCCNS(=O)(=O)c1cc(-c2onc(C)c2C)ccc1OC	-9%	4%	46%[activator]	-21%	9%	-23%[59 µM]	-12%	-12%	-1
CCCn1c(N2CCN(C(=O)/C=C/C(=O)O)CC2)nc2ccccc21	-2%	-10%	29%	-10%	7%	/	7%	0%	5
Cc1[nH]c2ccccc2c1C(=O)CSC(=S)N(C)C1CCCCC1	1%	1%	5%	0%	1%	-16%[59 µM]	-22%	-19%	5
CN(CCO)S(=O)(=O)c1ccc2c(c1)C(=NN)c1cc(S(=O)(=O)N(C)CCO)ccc1-2	16%	7%	12%	0%	-14%	-5%	-15%	-15%	3
CCc1cccc(NC(=O)CCCn2c(=O)[nH]c3ccsc3c2=O)c1	0%	9%	15%	15%	-2%	13%	0%	-15%	0
c1ccc2c(c1)CCN(C1CCCCC1)C2	8%	1%	?	?	13%	20µM*	79µM*	25µM*	0

Only part of the results is shown; rates above refer to the full screens.
